# Rat MKP-3 inhibitors: inhibition of rat DUSP6 enzyme activity – biochemical, in vitro, primary screen (AID 425). actives 0.17% (n = 110,000). one-dose inhibition, % at 20 µM; IC50 in µM for titrated hits. recombinant MKP-3 phosphatase activity, fluorescence; higher % means a stronger effect; in the data active = inhibition above about 50%;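 note: plate controls were vehicle for no effect and reference inhibitor for full effect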
# Hsp70 displacement: Hsp70 inhibitors, probe displacement, primary screen, biochemical, fluorescence polarization (AID 583) | Hsp70 fluorescence polarization probe displacement, mP; higher % means a stronger effect | one-dose displacement, % at 20 µM; IC50 in µM for titrated hits | actives 0.06% (n = 140,000); in the data active = displacement above about 50%;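 note: plate controls were vehicle for no effect and reference ligand for full effect; a part of the inactive calls stands beside numbers as strong as those of hits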
# The depositor's hits bear a star; · = not tested or not shown; & = joins results of further samples.
cpd	structure	Rat MKP-3 inhibitors	Hsp70 displacement
1	Cn1c(=O)c([N+](=O)[O-])c(N2CCN(C(=O)c3ccccc3)CC2)c2ccccc21	7%	1.1%
2	COc1ccc(OC)c(S(=O)(=O)N2CCC(C(=O)NCc3ccccc3OC)CC2)c1	-2%	5.4%
3	O=C(O)CCn1c(O)c(C2=c3cc([N+](=O)[O-])ccc3=NC2=O)sc1=S	-4%	-0.5%
4	Cc1ccc(S(=O)(=O)Nc2cc(Cl)c(O)c(C)c2C)cc1	-3%	0.2%
5	c1ccc(-c2nc(NCc3ccco3)c3oc4ccccc4c3n2)cc1	·	2.4%
6	COC(=O)c1[nH]c2ccccc2c1NC(=O)CN1CCN(C/C=C/c2ccccc2)CC1	-4%	-1.1%
7	N#CCCn1cc(/C=N/O)c(-c2ccccc2)n1	·	2.2%
8	CC1=C(C(=O)OCCc2ccccc2)C(c2ccc(O)c([N+](=O)[O-])c2)NC(=O)N1 (configuration not stated)	-1%	3.1%
9	CC(C)(NO)/C(=N\O)c1ccc(F)cc1	-4%	-3.3%
10	CCOC(=O)C1=C(O)/C(=C/c2ccc(CNC(=O)C(=O)Nc3ccc(C)cc3)o2)N=C1C	5%	7.1%&-0.9%
11	CC(C)n1c(CN2CCN(C)CC2)nc2c1c(=O)n(C)c(=O)n2C	-3%	5.2%
12	Cn1cnnc1SCC(=O)Nc1ccc2nc(SCc3ccccc3)sc2c1	6%	·
13	O=C1/C(=C/c2ccc(-c3ccc([N+](=O)[O-])cc3)o2)SC(=S)N1Cc1ccccc1	-2%	1.8%
14	COC(=O)CN(c1cccc(C)c1)S(C)(=O)=O	3%	2.3%
15	COc1ccc(Oc2c(C)oc3cc(OC(=O)N4CCOCC4)ccc3c2=O)cc1	-2%	2.8%
16	O=C(/C=C/c1ccccc1Cl)N1CCCCCC1	3%	1.9%

# Quoted at random: four compounds from above
cpd	structure	Rat MKP-3 inhibitors	Hsp70 displacement
14	COC(=O)CN(c1cccc(C)c1)S(C)(=O)=O	3%	2.3%
9	CC(C)(NO)/C(=N\O)c1ccc(F)cc1	-4%	-3.3%
10	CCOC(=O)C1=C(O)/C(=C/c2ccc(CNC(=O)C(=O)Nc3ccc(C)cc3)o2)N=C1C	5%	7.1%&-0.9%
12	Cn1cnnc1SCC(=O)Nc1ccc2nc(SCc3ccccc3)sc2c1	6%	·

# More records.
cpd	structure	Rat MKP-3 inhibitors	Hsp70 displacement
17	Brc1ccc(-c2nc(-c3ccccn3)no2)o1	-7%	-1.1%
18	CCOCC(=O)Nc1nnc(C2CCCCC2)s1	-7%	4.4%
19	COc1ccc(Cl)cc1-n1c(N)c(C(N)=O)sc1=S	7%	4.4%
20	CCOC(=O)c1c(N)n(-c2ccccc2O)c2nc3ccccc3nc12	-12%	0.5%
21	CCOc1ccccc1N/C(=N/c1nc(C)cc(C)n1)NC(=O)c1ccccc1	1%	3.2%
22	COc1ccc2c(c1OC)C(=O)N1C2SC[C@H]1C(=O)NC1CC(C)(C)NC(C)(C)C1 (some centres not stated)	-8%	1.1%
23	CCN(CC(=O)Nc1ccc(S(N)(=O)=O)cc1)S(=O)(=O)c1cc(C)ccc1OC	0%	1.1%
24	COc1ccc(Br)cc1/C=N/Nc1nc(N2CCOCC2)nc(N2CCOCC2)n1	2%	0.9%
25	CCOC(=O)CNC(=O)c1cccc(C)c1	1%	-0.3%
26	O=[N+]([O-])c1ccc(-c2ccc(C=Nc3cccc4ccccc34)o2)cc1	·	-4.8%
27	CCn1ncc(C2=NOC(C(=O)Nc3cccc(C(C)=O)c3)C2)c1C (configuration not stated)	-2%	-7.1%
28	CC1(C)CC(=O)c2c(O)cc(OCc3ccc(Br)cc3)cc2O1	·	5.3%
29	Cc1ccc(-c2csc(NC(=O)COC(=O)c3cccc(S(=O)(=O)N4CCOCC4)c3)n2)cc1	·	-4.2%
30	O=[N+]([O-])c1cc(C(F)(F)F)ccc1-n1nnc2ccccc21	1%	-5.1%
31	COc1cc(C=O)c(Br)c(OC)c1OC	0%	5.8%
32	CCS(=O)(=O)NCCc1csc(-c2ccccc2)n1	-5%	-1.2%
33	Cc1cc(C)nc(SCc2ccccc2C#N)n1	-13%&2%	8.4%&-0.3%
34	CCCNc1cc(=O)n(C)c(=O)n1C	-10%	-4.9%
35	Cc1cc(Nc2ccc(Br)cc2)n2nc(C)nc2n1	0%	1.4%
36	Cc1cccc(NC(=O)CSc2nnc(-c3ccccc3)c(-c3ccccc3)n2)c1C	1%	-0.1%
37	CC(=O)Oc1cccc(/C=C2\C=C(c3ccc(C)cc3)OC2=O)c1	0%	-2.1%
38	Cn1/c(=N/N=C2CCCC2)sc2ccccc21	1%	0.6%
39	O=c1ccc(Br)c[nH]1	-3%	-0.4%
40	O=C(NCc1ccco1)c1ccc(CN2CCOCC2)cc1	0%	-1.9%
41	Nc1nnnn1/N=C/c1ccc(C=O)cc1	-1%	2.0%
42	COC(=O)CN(c1ccc(F)cc1)S(C)(=O)=O	3%	2.3%
43	Cc1ccc(C(=O)N/N=C/c2ccc([N+](=O)[O-])s2)cc1	·	1.1%
44	O=C(O)c1ccc(Cl)c(S(=O)(=O)NCc2ccco2)c1	-4%	5.6%
45	Cc1nc2ncnn2c(C)c1CCC(=O)NCc1ccccc1	3%	1.3%
46	COc1ccccc1NC(=O)CN(c1ccc(C)cc1)S(=O)(=O)c1ccc(SC)cc1	-4%	2.0%
47	COc1ccc(/C=N/n2c(C)cc(C)c(C(N)=O)c2=O)cc1	·	0.7%
48	CCOC(=O)C1CCN(C(=O)c2ccc(SC)cc2OC)CC1	4%	0.7%
49	COc1ccc(CCNC(=O)Cn2nnc(-c3cccs3)n2)cc1OC	-10%	0.7%
50	CC(C)(C)N(Cc1ccccc1)C(=O)c1ccc2c(c1)OCCO2	-10%	-1.9%
51	O=C1c2ccccc2-c2onc3ccc(Cl)c1c23	13%	3.1%
52	CCOC(=O)c1c(NC(=O)COc2cccc(C)c2C)sc2c1CCC2	4%	-1.6%
53	Cc1ccc(CNC(=O)C(=O)NCc2ccc3c(c2)OCO3)cc1	-1%	1.1%
54	CC(=O)Nc1cccc(NS(=O)(=O)c2cccc3nsnc23)c1	·	1.3%
55	CN(C)c1cccc(C(=O)Nc2cccc(Br)c2)c1	2%	0.3%
56	Cc1cc(C)n(-c2cc(Nc3cccc(F)c3)ncn2)n1	1%	1.1%
57	O=C(NC(=S)Nc1ccc(F)cc1)c1ccc(Cl)cc1	4%	-2.5%
58	CSCC[C@H](NC(=O)NCc1ccc(F)cc1)C(=O)O	-16%	5.2%
59	CC(C)(C)c1ccc(C(=O)NCCC(=O)NCc2ccco2)cc1	11%	-1.4%
60	COc1ccc(-n2c(SCC(=O)N3CCCCC3)nc(O)c(Cc3ccccc3)c2=O)cc1	3%	0.3%
61	CCCC(C)NS(=O)(=O)c1ccc(NC(C)=O)cc1 (configuration not stated)	1%	6.3%
62	Cc1cc(C)n(-c2nnc(C)c(=O)[nH]2)n1	-3%	2.2%
63	CCOC(=O)C1=C(C)N=c2s/c(=C\c3cc(OC)c(O)c(OC)c3)c(=O)n2C1c1ccccc1 (configuration not stated)	3%	-11%
64	COCCNC(=O)C(=O)Nc1cccc2ccccc12	3%	-2.7%

# Entries of single compounds, quoted from the list:
# O=C(NC(=S)Nc1ccc(F)cc1)c1ccc(Cl)cc1 is entered as Rat MKP-3 inhibitors: 4%; Hsp70 displacement: -2.5%
# COc1ccc(-n2c(SCC(=O)N3CCCCC3)nc(O)c(Cc3ccccc3)c2=O)cc1 is entered as Rat MKP-3 inhibitors: 3%; Hsp70 displacement: 0.3%

# Carrying on:
cpd	structure	Rat MKP-3 inhibitors	Hsp70 displacement
65	Cc1ccc(S(=O)(=O)N(C)c2ccc(NS(C)(=O)=O)cc2)cc1	-17%	-0.9%
66	CC1CN(S(=O)(=O)c2ccccc2[N+](=O)[O-])CC(C)O1 (configuration not stated)	-1%	-3.0%
67	CC(C)CNC(=O)CN(c1cccc(C(F)(F)F)c1)S(C)(=O)=O	1%	2.1%
68	CCOC(=O)N1CCN(S(=O)(=O)c2cc(OCC(=O)NC3CCCCC3)c(C)cc2Cl)CC1	·	1.1%
69	O=C(COc1ccc(Cl)cc1)Nc1ccccc1C(=O)NCc1ccco1	-10%	0.1%
70	CCCOc1ccc(C2c3c(oc4cc(C)c(C)cc4c3=O)C(=O)N2CCCN(C)C)cc1OCC (configuration not stated)	4%	-1.9%
71	C=CCn1c(SCC(=O)Nc2nc(C)cs2)nnc1C(CO)NC(=O)c1ccccc1 (configuration not stated)	-4%	1.4%
72	Cc1ccc(S(=O)(=O)Nc2c(C)cc(O)c(S(=O)(=O)c3ccc(C)cc3)c2C)cc1	0%	-1.3%
73	COc1ccc(Cl)cc1NC(=O)CN1CCC(n2nnc3cc(C)ccc32)CC1	-10%	-1.9%
74	CCCOc1ccc(C(=O)Nc2ccc(-c3nc4ccccc4o3)c(O)c2)cc1	2%	-0.1%
75	CC1CCCCN1CC(=O)Nc1sc2c(c1C#N)CCC2 (configuration not stated)	-13%	1.7%
76	Cc1cccc(CSc2nnc(N)n2-c2ccccc2)c1	·	-0.2%
77	O=C(Nc1cccc(-c2nc3ccccc3s2)c1)c1ccc(-c2ccc([N+](=O)[O-])cc2)o1	2%	-6.7%
78	Nc1ccc(S(=O)(=O)Nc2ccc(S(N)(=O)=O)cc2)cc1	-12%	5.3%
79	CCOC(=O)c1cc(NC(=O)C2CCCO2)cc(C(=O)OCC)c1 (configuration not stated)	4%	6.6%
80	Cc1ccc(C(=O)Nc2ccc(-c3nc4ncccc4o3)cc2)cc1C	6%	-3.0%
81	CC(O)c1n(C)c(Cl)c[n+]1C (configuration not stated)	-1%	3.7%
82	CCCNC(=O)NC(=O)CN1C(=O)NC(C)(c2ccc(C)cc2)C1=O (configuration not stated)	-9%	2.2%
83	CCc1cc2c(=O)n(N)c(CCC(=O)O)nc2s1	-6%	2.3%
84	CC1CC(Nc2ccccc2)c2ccccc2N1C(=O)Cc1cccc2ccccc12 (configuration not stated)	0%	-1.3%
85	COc1ccc(OC)c(NC(=O)Nc2nnc(N3CCC(C)CC3)s2)c1	-6%	2.7%
86	CCC1=NC(c2ccc(OC)cc2OC)N(O)C1(C)C (configuration not stated)	0%	0.8%
87	COCCOC(=O)c1ccc(NC(=O)COc2ccccc2C)cc1	2%	-1.6%
88	O=C(Nc1ccccc1)C1CC(=O)N(c2ccc(Br)cc2)C1 (configuration not stated)	3%	0.4%
89	O=C(NCc1cccs1)c1cccc(S(=O)(=O)N2CCCCC2)c1	0%	3.0%
90	Cc1cc2ncn(CCOc3ccccc3C#N)c2cc1C	-8%	-5.2%
91	O=C(CN1CCOc2ccccc21)NCc1ccccc1	-4%	1.0%
92	COc1cc(S(=O)(=O)NC2CCCC2)ccc1F	·	-8.3%
93	CCOC(=O)CSCc1nc2c(c(=O)[nH]1)C1(CCCC1)Cc1ccccc1-2	0%	5.5%
94	C=C(C)Cn1c(N2CC(C)CC(C)C2)nc2c1c(=O)[nH]c(=O)n2C (configuration not stated)	3%	-2.3%
95	COc1cc2c(C#N)c(N3CCc4ccccc4C3)nc(N)c2c(N)n1	-2%	1.6%
96	O=C(/C=C/c1ccc([N+](=O)[O-])o1)c1ccc(I)cc1	3%	0.3%
97	COc1cc(C(=O)N2CCCc3ccccc32)cc(OC)c1OC	·	4.3%
98	Cn1c(SCCOc2cccc(Cl)c2)nnc1-c1ccncc1	-15%	-3.1%
99	Cc1onc(-c2c(Cl)cccc2Cl)c1C(=O)Nc1c(C)n(C)n(-c2ccccc2)c1=O	-4%	-3.4%
100	O=C(NCc1cccnc1)c1ccc(-c2ccccc2)cc1	2%	-0.4%
101	O=C1NN(c2ccc(Cl)c(Cl)c2)C(=O)/C1=C/c1ccc(O)cc1O	1%	5.4%
102	COc1ccc(C(=O)NC2CCN(CC(=O)Nc3cccc(C)c3)CC2)cc1OC	·	-1.3%
103	CCOc1ccc(N2C(=O)CSC23C(=O)Nc2ccccc23)cc1 (configuration not stated)	2%	-3.9%
104	O=C(C1Cc2ccccc2CN1S(=O)(=O)c1cccs1)N1CCCCC1 (configuration not stated)	-2%	2.0%
105	CC(C)n1nc(CC(=O)O)c2ccccc2c1=O	0%	-2.3%
106	COc1ccccc1C(=O)Nc1ccc(NC(=O)c2ccco2)c(C)c1	·	-7.0%
107	CCCn1c2ccccc2c2nnc(SC(CC)C(=O)Nc3ccc(Cl)cn3)nc21 (configuration not stated)	-9%	-0.4%
108	CCCNC(=O)c1c(N)n(-c2ccc3c(c2)OCO3)c2nc3ccccc3nc12	-6%	-3.1%
109	CCOC(=O)C1CCN(CCC(=O)Nc2ccccc2)CC1	·	-1.1%
110	Cn1c(=O)c2c(SCc3ccccn3)nc(C3CC3)nc2n(C)c1=O	5%	-0.7%
111	O=C(/C=C/NNC(=O)c1ccccc1)c1ccc(Br)cc1	3%	-2.4%&7.0%
112	COc1ccc2cc3cc(C(=O)NCc4cccs4)oc3nc2c1	·	6.6%
113	COC(=O)c1ccccc1NC(=O)c1ccc[n+]([O-])c1	2%	-5.9%
114	CN(C)c1ccc(-c2ccccc2)nn1	-9%	2.1%
115	COc1ccc2nc(NC(=O)COc3ccccc3Cl)sc2c1	2%	-3.5%
116	COc1ccccc1NC(=O)C(C)Sc1nnnn1C (configuration not stated)	0%	0.8%
117	Cc1ccc2cccc(NC(=S)NC(=O)c3ccn(C)n3)c2n1	·	-6.2%
118	Cc1cc(C(=O)OCC(=O)NCCC(C)C)c2ccccc2n1	·	1.3%
119	Cc1ccc2c(c1NC(=O)c1ccc(-c3ccccc3)cc1)C(=O)c1ccccc1C2=O	1%	-2.8%
120	Cc1cc(C)nc(SCc2nnc(SCC(=O)N3CCOCC3)o2)n1	-5%	5.5%
121	CCC1(CC)Cc2ccccc2-c2nc3ccccc3c(=O)n21	·	-2.2%

# Only part of the results is shown; rates above refer to the full screens.
